High-throughput results from PubChem BioAssay.
ZTA DNA inh: blocks Epstein-Barr virus ZTA, an EBNA-1 counter-screen; P03206; ZTA-DNA binding, fluorescence polarization; inhibition, % at 11 µM; 0.15% of 320,000 active; AID 2234; in the data active means inhibition above about 33%
MEP2-GFP yeast: alters MEP2-GFP fluorescence in TOR pathway yeast screen | S. cerevisiae MEP2-GFP strain, flow cytometry GFP, 3 h; 100% = DMSO control level | GFP response vs DMSO, % at 10 µM | 0.51% of 330,000 active | AID 2016;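 active means GFP response versus DMSO above a set limit, roughly screen mean plus 3 SD, cut at about 180% in these data; inconclusive means fewer than 70 cells counted for a yeast strain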;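 further: median GFP fluorescence of the barcode-gated MEP2-GFP cells per well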
RPL19A-GFP yeast: modulators of TOR pathway RPL19A-GFP in S. cerevisiae | S. cerevisiae RPL19A-GFP strain, flow cytometry, 3 h; hits give low values | 0.3% of 330,000 active | percent response vs DMSO, % at 10 µM | AID 2025;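 active means percent response vs DMSO below 50%; inconclusive means fewer than 70 events counted for the yeast strain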;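 further: median channel GFP fluorescence of the barcoded RPL19A-GFP strain; ratio of sample median GFP to plate DMSO average so 100% = DMSO; lower means less RPL19A-GFP as with rapamycin TOR inhibition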
procasp3 activ: activators of human procaspase-3. recombinant procaspase-3 D3A, Ac-DEVD-pNA absorbance 405 nm. activation, % at 8.5 µM. 0.11% of 330,000 active;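 active means activation above the mean of all tested compounds plus 3 SD, cut at about 21% in these data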;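 further: 0% = DMSO alone and 100% = DMSO wells spiked with extra 5 µM PC-3 D3A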
Target sequence (P42574 whole entry D9A/D28A/D175A): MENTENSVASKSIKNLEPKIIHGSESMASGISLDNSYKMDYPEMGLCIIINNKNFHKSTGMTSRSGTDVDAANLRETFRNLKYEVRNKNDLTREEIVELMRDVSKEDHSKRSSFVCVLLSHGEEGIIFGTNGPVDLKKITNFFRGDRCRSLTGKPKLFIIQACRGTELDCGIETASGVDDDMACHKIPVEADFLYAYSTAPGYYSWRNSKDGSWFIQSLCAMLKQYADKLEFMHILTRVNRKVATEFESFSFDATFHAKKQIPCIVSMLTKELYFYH
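assay system = Procaspase-3 D3A mutant | signal = absorbance at 405 nm, 0 and 120 min | times = 1 h preincubation plus 2 h reaction at 25 °C | repeats = single replicate | read-out = % activation between DMSO and enzyme-spiked controls | medium = Zinc-free HEPES saline buffer with Triton X-100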
EBNA-1 inhibitor: blocks EBNA-1 binding to DNA; 0.34% of 300,000 active; inhibition, % at 14.8 µM; EBNA-1 DNA binding, fluorescence polarization; in the data active means inhibition above about 28%
LAP4-GFP MLPCN: alters LAP4-GFP fluorescence in TOR pathway yeast screen. 0.34% of 320,000 active. S. cerevisiae LAP4-GFP multiplex, flow cytometry GFP, 3 h; median GFP as percent of DMSO wells. GFP response vs DMSO, % at 10 µM;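 active means GFP response vs DMSO above a set limit, about the screen mean plus 3 SD, cut at about 150% in these data; inconclusive means under 70 cell events counted for the yeast strain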
proCasp7 act: counter-screen for procaspase-3 activators: activators of human procaspase-7; recombinant procaspase-7, Ac-DEVD-pNA absorbance 405 nm; D23A/D198A/D206A triple mutant, cannot self-cleave; scale: DMSO 0, 5 µM enzyme 100; activation, % at 8.5 µM; 0.093% of 330,000 active; AID 463210;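 active means percent activation above the screen-wide mean plus 3 SD, cut at about 25% in these data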
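Detection: p-Nitroaniline absorbance at 405 nm, read at 0 and 120 min; system: Uncleavable procaspase-7 mutant enzyme; evaluation: % activation from two-timepoint absorbance difference, scaled to controls; times: 1 h enzyme–compound preincubation and 2 h substrate reaction, both 25 °C; buffer or medium: Zinc-free HEPES pH 7.4 with 300 mM NaCl, 0.01% Triton X-100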
AHR activator: human AHR activation; 2.5% of 320,000 active; P35869; activation, % at 5 µM; AHR-responsive luciferase reporter cells, luminescence; AID 2796; in the data active means activation above about 47%;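 further: 0% = vehicle wells and 100% = reference agonist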
Target sequence (P35869 whole entry, looked up): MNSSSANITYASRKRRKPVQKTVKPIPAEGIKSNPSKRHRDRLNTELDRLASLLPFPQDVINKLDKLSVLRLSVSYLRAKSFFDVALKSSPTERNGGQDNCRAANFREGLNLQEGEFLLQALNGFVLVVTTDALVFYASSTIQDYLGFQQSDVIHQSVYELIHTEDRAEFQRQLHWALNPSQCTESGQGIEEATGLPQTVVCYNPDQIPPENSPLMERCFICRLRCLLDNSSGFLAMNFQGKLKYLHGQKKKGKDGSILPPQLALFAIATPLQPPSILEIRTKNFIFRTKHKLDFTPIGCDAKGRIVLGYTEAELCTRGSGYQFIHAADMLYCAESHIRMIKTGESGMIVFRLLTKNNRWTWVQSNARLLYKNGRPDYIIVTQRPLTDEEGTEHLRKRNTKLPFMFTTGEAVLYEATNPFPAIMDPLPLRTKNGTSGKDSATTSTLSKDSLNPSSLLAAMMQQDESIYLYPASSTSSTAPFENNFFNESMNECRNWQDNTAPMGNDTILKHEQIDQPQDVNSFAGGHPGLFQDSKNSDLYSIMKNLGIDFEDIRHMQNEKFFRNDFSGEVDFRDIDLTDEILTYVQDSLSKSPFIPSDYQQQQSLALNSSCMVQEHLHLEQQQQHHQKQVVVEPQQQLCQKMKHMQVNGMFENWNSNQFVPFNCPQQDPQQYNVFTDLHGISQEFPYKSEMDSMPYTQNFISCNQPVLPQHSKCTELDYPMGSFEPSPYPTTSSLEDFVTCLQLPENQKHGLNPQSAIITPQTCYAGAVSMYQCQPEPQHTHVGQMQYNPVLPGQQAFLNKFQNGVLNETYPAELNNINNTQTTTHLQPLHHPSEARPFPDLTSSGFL
The depositor's hits bear a star; ? = inconclusive; · = not tested or not shown; [ ] = another dose, or the depositor's remark.

Order of results – ZTA DNA inh	MEP2-GFP yeast	RPL19A-GFP yeast	procasp3 activ	EBNA-1 inhibitor	LAP4-GFP MLPCN	proCasp7 act	AHR activator
COc1ccc(-c2ccc(SCC(=O)NCc3ccco3)nn2)cc1
  0	106	101	-1	-11	90	-6	9
CCCCCc1nc2ccccc2c(=O)n1N
  -9	103	103	-5	-1	103	9	1
Cc1cc(C)nc(SCc2nnc(SCC#N)n2-c2cccc(Cl)c2)n1
  -1	113	105	-2	-14	102	-7	3
Cc1c(C(=O)N(Cc2ccccc2)Cc2cccs2)cnn1-c1ccc(Cl)cc1
  -5	102	98	2	-7	111	6	2
CCOC(=O)Cn1c(CN(Cc2ccccc2)Cc2ccccc2)nc2c1c(=O)[nH]c(=O)n2C
  -5	101	98	-2	1	98	2	0
CCOC(=O)C1CCCN(/C=C2\SC(=S)N(CC)C2=O)C1 (stereo unspecified)
  8	98	97	-2	14	111	4	0
COc1ccc(C(CNC(=O)C2COc3ccccc3O2)N2CCCC2)cc1 (stereo unspecified)
  -6	94	96	10	·	95	-6	0
COc1ccc(C(O)Cn2ccsc2=NC(C)=O)cc1 (stereo unspecified)
  -20	108	104	10	-4	101	0	-1
CC(=O)c1cccc(NC(=O)CCNC(=O)c2ccccc2Cl)c1
  13	104	105	2	5	102	-3	0
O=C(CCC1COc2ccccc2O1)NCC1COc2ccccc2O1 (stereo unspecified)
  -2	107	101	-2	-2	108	4	3
COc1ccc(CN(C)C(=O)[C@H](Cc2ccccc2)NC(=O)c2ccco2)c(OC)c1
  2	97	97	8	·	103	-6	0
COc1cccc(N(CC(=O)NC(C)c2ccccc2)S(C)(=O)=O)c1 (stereo unspecified)
  11	108	103	-5	5	108	14	-6
O=C1S/C(=C\c2cccs2)C(=O)N1c1ccc(O)cc1
  -14	86	102	-2	-2	97	4	-1
CCc1ccc(OCC(=O)Nc2ccc(S(=O)(=O)N3CCOCC3)cc2)cc1
  -15	104	95	8	6	99	7	0
Cc1cc(C(=O)OCC(=O)NCCc2ccc(S(N)(=O)=O)cc2)c2ccccc2n1
  2	103[may fluoresce red]	?	8	·	98[may fluoresce red]	-6	1
CCCN1C[C@H](CSC)C[C@@H]2c3cccc4[nH]cc(c34)C[C@H]21
  -10	203*[may fluoresce violet]	34*[may fluoresce violet]	0	-2	83[may fluoresce violet]	-3	1
Cc1ccc(-c2nn(CC(=O)NC(C)c3ccccc3)c(=O)c3ccccc23)cc1 (stereo unspecified)
  2	100	98	0	9	104	-2	0
Cc1ccc(-c2ccc(/C=N/N3C(=O)C4C5C=CC(C6CC56)C4C3=O)o2)c([N+](=O)[O-])c1 (stereo unspecified)
  5	89	89	-1	-3	86	15	9
O=C1c2ccccc2C(=O)C1(CO)c1ccccc1
  -13	105	101	0	-3	101	-2	2
Cc1cc(C)cc(NC(=S)N(Cc2ccc(Cl)cc2)Cc2ccc(C(=O)O)cc2)c1
  22	95	94	10	3	98	-1	-1
CCOc1ccc(NC(=O)Cn2nnc(C(=O)NCc3ccco3)c2N)cc1
  -10	100	101	1	12	99	-4	0
COc1ccc(C2=CC(=O)CC(c3ccc(F)cc3)C2)cn1 (stereo unspecified)
  14	101	100	9	6	108	12	1
CSc1ccccc1NC(=O)c1ccc(CN2CCOCC2)cc1
  14	105	98	-5	8	102	6	2
O=C1CC(N2CCN(c3ccc(F)cc3)CC2)C(=O)N1Cc1cccs1 (stereo unspecified)
  3	97	93	-8	10	100	-5	-4
COc1ccc(O)c(-c2nc(N)nc(N)n2)c1
  -13	86	95	10	·	79	9	29
Cn1cc(/C=C(\NC(=O)c2ccccc2Cl)C(=O)NCCCn2ccnc2)c2ccccc21
  -1	110	106	0	-14	104	-2	21
Cc1cc(NC(=O)COC(=O)CSc2nc3cc(Cl)ccc3n2Cc2ccccc2)no1
  -5	108	102	-3	-3	92	6	1
COC(CNS(=O)(=O)c1ccc(S(=O)(=O)N2CCCC2)cc1)OC
  -7	93	100	-5	-11	101	-1	-3
COc1ccc(C2=Nn3c(nnc3-c3ccncc3)SC2)cc1
  -11	99	101	2	-10	90	6	19
CCn1cc(C(=O)N2CCCc3ccccc32)c2cc(OC)c(OC)cc2c1=O
  10	105	95	1	-8	102	-5	2
Cc1ccc(C)c(OCC(=O)NNC(=O)CSC(=S)N2CCCC2)c1
  -9	95	94	-9	2	99	-1	2
COc1ccc(C(=O)C2CCCN(C(=O)c3ccc(OC)o3)C2)c(C)c1 (stereo unspecified)
  -4	98	92	-3	4	95	-1	19
O=C(COC(=O)CCC(=O)c1ccc(F)cc1)NCc1ccc(Cl)cc1
  ·	99	101	4	·	95	9	1
COc1ccc(CNC(=O)CCNS(=O)(=O)c2ccc3c(c2)oc(=O)n3C)cc1
  -3	92	98	8	-2	91	-1	0
COc1ccc(N2CC(C(=O)N3CCN(c4ccccc4OC)CC3)CC2=O)cc1 (stereo unspecified)
  -3	104	102	9	5	100	-6	-3
Cc1ccc(NC(=O)CSc2n[nH]c(C)c2[N+](=O)[O-])cc1
  -2	108	99	3	-10	98	6	1
CC(C)CC(=O)NC(=S)Nc1ccc(F)cc1F
  5	96	96	1	5	93	-2	-2
CCCC(=O)N=C1SC2CS(=O)(=O)CC2N1c1ccc(-c2nc3ccc(C)cc3s2)cc1 (stereo unspecified)
  26	106	104	1	14	96	-6	13
O=C(NNC(=O)C1C2CCC(C2)C1C(=O)O)c1ccc(Cl)cc1 (stereo unspecified)
  7	94	95	-7	4	109	6	4
COC(=O)c1csc2c(C(F)(F)F)cc(N3CCN(C(=O)Nc4ccccc4)CC3)nc12
  2	111[may fluoresce violet]	85[may fluoresce violet]	-14	9	117[may fluoresce violet]	-8	1
CCC1=C(c2cc(OC)c(OC)c(OC)c2)C2(CCCC2)C(=O)O1
  9	100	97	3	-7	98	-4	10
CC(C)OCCCNS(=O)(=O)c1ccc2c(c1)oc(=O)n2C
  -12	91	88	-4	-13	97	-7	0
CC(C)c1cccc(C2=CC(=O)C[C@H](c3ccc4c(c3)OCO4)C2)c1
  6	88	92	2	·	102	1	28
CCNC(=O)C12CCC(C)(C(=O)C1Br)C2(C)C (stereo unspecified)
  -6	102	99	-1	-5	101	-3	0
Cc1cccc(OCc2nnc(SCC(=O)Nc3ccc(N4CCOCC4)cc3)o2)c1
  -1	102	100	3	7	92	-1	1
COc1cc(OC)c(/C=C2\SC(=O)N(CC(=O)Nc3ccccc3F)C2=O)c(OC)c1
  -5	112	99	-13	96*	90	6	11
COc1ccc(NC(=O)c2cnn(-c3ccccc3)c2C)cc1OC
  -11	113	101	-15	-12	110	0	0
COc1cc(CN2CCN(C(=O)c3cccc4ccccc34)CC2)cc(OC)c1OC
  -2	113	105	0	-2	96	5	2
FC(F)(F)c1nc(-c2cccs2)ncc1-c1nnnn1-c1ccc(Cl)cc1
  -1	100	94	5	-8	96	1	24
NC(=O)CSc1nc2cc(Cl)ccc2c(=O)n1C1CCCCC1
  -4	95	92	1	5	83	-1	3
COc1ccccc1NS(=O)(=O)c1ccc(Br)s1
  -4	101	97	-3	-6	86	12	1
COc1ccc(N2CCN(C(=O)CN(C)S(=O)(=O)c3cnc[nH]3)CC2)cc1
  -1	100	104	8	-10	91	-2	4
CCCC1(C(=O)OCC)NC(c2ccc(O)cc2)C2C(=O)N(c3cccc(C(C)=O)c3)C(=O)C21 (stereo unspecified)
  10	108	105	1	-1	87	10	1
CC(C(=O)N1c2ccc(F)cc2CCC1C)N1C(=O)c2ccccc2C1=O (stereo unspecified)
  5	108	97	-10	-16	101	-9	4
CCN1CCN(c2nc3c(c(=O)n(C)c(=O)n3C)n2CCSc2nccc(C)n2)CC1
  3	103	98	3	0	109	0	3
O=C(Nc1cccc(F)c1)N1CCN(C/C=C/c2ccccc2)CC1
  -4	99	98	11	2	96	-1	0
CCn1c(CCNC(=O)c2ccc(OC)cc2)nnc1SCc1ccc(Cl)c(Cl)c1
  1	108	104	-5	-5	100	2	-1
Cc1ccc(CSCc2ccc(C(=O)NC3CC3)o2)cc1
  14	98	96	1	3	108	-5	1
CCn1c(C(=O)N2CCC(C(=O)NCc3cccs3)CC2)cc2sccc21
  -2	100	95	-1	-4	99	9	0
COC(=O)COc1ccc(NC(=O)C(c2ccccc2)c2ccccc2)cc1
  16	108	103	-2	3	88	5	-2

Continued:
Order of results – ZTA DNA inh	MEP2-GFP yeast	RPL19A-GFP yeast	procasp3 activ	EBNA-1 inhibitor	LAP4-GFP MLPCN	proCasp7 act	AHR activator
CC(=O)c1cccc(N(C(=O)CNC(=O)c2cccs2)C(C(=O)NCC2CCCO2)c2ccccc2)c1 (stereo unspecified)
  -2	112	98	4	10	108	1	-1
Cc1ccc(NC2=Nc3ccccc3CC2)cc1
  -1	105	101	2	2	100	-3	3
CC1CCCC(=C\c2ccccc2)/C1=N/O (stereo unspecified)
  7	94	96	-5	-9	104	8	15
C=CCn1c(COc2ccc(CC)cc2)nnc1SCC(=O)NC1CCS(=O)(=O)C1 (stereo unspecified)
  -15	101	97	-6	-4	96	9	3
Cc1cccc(-n2nc3c(c2NC(=O)c2cc4ccccc4o2)CS(=O)(=O)C3)c1
  -2	101	113	7	2	83	-5	30
Cc1cccc(NC(=O)CCc2ccccc2)c1C
  1	112	102	4	6	99	-2	1
COC(=O)CN1C(=O)N/C(=C/c2ccc(OC)cc2)C1=O
  3	95	103	4	5	105	5	6
Cc1cc2ccccc2c(=O)n1CC(=O)NCC(=O)N(C)Cc1ccccc1
  -18	100	98	-5	-17	100	19	0
CCCN1CCN(CCCNC(=S)Nc2ccc(F)cc2)CC1
  21	94	93	3	1	90	5	0
CC(=O)c1ccc(OCCCC(=O)Nc2nnc(C3CC3)s2)cc1
  ·	104	98	9	·	88	4	1
COc1ccc(CCNC(=O)C2CC3Cn4c(nc5cc(C)c(C)cc54)C3N2C)cc1 (stereo unspecified)
  -18	115	96	2	7	98	2	6
COCCNC(=O)c1cc(-c2ccc3c(c2)OCO3)on1
  6	109	102	1	0	109	-3	11
CC(NC(=O)c1ccco1)c1nc(-c2ccccc2)no1 (stereo unspecified)
  -3	100	106	0	-3	93	2	2
O=C(CC1C(=O)NCCN1Cc1cccc(Oc2ccccc2)c1)NCC1CCOCC1 (stereo unspecified)
  9	109	106	-6	5	100	-1	1
CCCCCn1c(=O)[nH]c2cc(C(=O)O)ccc2c1=O
  0	96	96	0	-18	97	12	0

Given in markdown: entries from further up
| canonical_smiles | ZTA DNA inh | MEP2-GFP yeast | RPL19A-GFP yeast | procasp3 activ | EBNA-1 inhibitor | LAP4-GFP MLPCN | proCasp7 act | AHR activator |
| --- | --- | --- | --- | --- | --- | --- | --- | --- |
| COCCNC(=O)c1cc(-c2ccc3c(c2)OCO3)on1 | 6 | 109 | 102 | 1 | 0 | 109 | -3 | 11 |
| CC(NC(=O)c1ccco1)c1nc(-c2ccccc2)no1 (stereo unspecified) | -3 | 100 | 106 | 0 | -3 | 93 | 2 | 2 |

Continued:
Order of results – ZTA DNA inh	MEP2-GFP yeast	RPL19A-GFP yeast	procasp3 activ	EBNA-1 inhibitor	LAP4-GFP MLPCN	proCasp7 act	AHR activator
CC(OC(=O)c1ccc(S(=O)(=O)NCc2ccco2)cc1)C(=O)Nc1ncc(Cl)cc1Cl (stereo unspecified)
  8	104	105	6	-13	112	-4	1
Cn1c(O)c(C2=c3ccccc3=NC2=O)[nH]c1=S
  1	105	102	8	-5	105	-14	61*
O=C(NC1(C(F)(F)F)Oc2ccccc2O1)N1CCCC1
  16	91	101	-10	12	98	-2	-1
Cc1nc(SCC(=O)NC(=O)NC(C)C)nc(C)c1C
  -3	73	84	-1	4	88	3	3
